Assay outcomes from PubChem BioAssay.
P. falciparum M17LAP: P. falciparum M17LAP inhibitors, primary screen, biochemical, fluorogenic H-Leu-NHMec substrate, 1536-well (AID 1619); recombinant M17LAP, H-Leu-NHMec fluorogenic kinetic assay; higher % means a stronger effect; one-dose inhibition, % at 30 µM; IC50 in µM for titrated hits; 220,000 compounds, 0.38% hits;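 active means compound inhibiting the enzyme by more than half at any dose during confirmatory dose-response retesting; inconclusive means strong single-dose inhibitors picked by rank but not retested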;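 further: plate controls were full reaction with DMSO carrier for no effect and no enzyme background for full effect; strong numbers were not always called active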
NOD1 NF-kB reporter: NOD1 signaling inhibitors, primary screen, cell-based, luminescence, uHTS (AID 1578); NOD1-driven NF-kB luciferase reporter cells, luminescence; higher % means a stronger effect; inhibition, % at 4 µM, or EC50 in µM where a hit was titrated; 290,000 compounds, 1% hits; in the data active means inhibition mostly above about 36%, no sharp cut-off; inactive means mostly below about 34%;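 further: HEK-293T reporter cells stimulated with the NOD1 agonist gamma-tri-DAP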
M1AAP inhibition: malaria alanyl aminopeptidase activity blockers – biochemical, fluorogenic H-Leu-NHMec substrate, 1536-well (AID 1445). recombinant M1AAP, H-Leu-NHMec fluorogenic kinetic assay; higher % means a stronger effect. inhibition, % at 30 µM; hits with a dose series show IC50 in µM. 220,000 compounds, 0.42% hits;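 active means primary inhibition above the hit cutoff, then over 50% inhibition at one or more dose response concentrations, cut at about 23% in these data, passing the limit was not always enough; inconclusive means conflicting primary data, or primary hits not chosen for dose response; inactive means low primary inhibition, or under 50% at every dose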;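 further: plate controls were DMSO full reaction for no effect and no enzyme background for full effect; strong numbers were not always called active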
KOR beta-arrestin-1: KOR agonists, beta-arrestin recruitment, primary screen, cell-based, luminescence, uHTS (AID 1777). KOR beta-arrestin recruitment, luminescence; higher % means a stronger effect. one-dose activation, % at 10 µM; EC50 in µM for titrated hits. 280,000 compounds, 0.02% hits; in the data active means activation above about 50%, passing the limit was not always enough; further: a part of the inactive calls stands beside numbers as strong as those of hits
KOR beta-arrestin-2: kappa opioid receptor blockers – cell-based, luminescence, uHTS (AID 1778); KOR beta-arrestin recruitment, luminescence, antagonist mode; higher % means a stronger effect; inhibition, % at 10 µM; hits with a dose series show IC50 in µM; 290,000 compounds, 0.091% hits; further: strong numbers were not always called active
GPR55 beta-arrestin: GPR55 agonists via beta-arrestin recruitment, primary screen, imaging, U2OS cells, beta-arrestin-GFP redistribution (AID 1961); U2OS GPR55 beta-arrestin-GFP redistribution imaging; higher % means a stronger effect; activation, % at 10 µM, or EC50 in µM where a hit was titrated; 290,000 compounds, 0.048% hits;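 active means activation above 40% with more than 50 cells counted in the well; inconclusive means wells holding fewer than 50 cells, flagged as toxic or sparse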;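 further: U2OS osteosarcoma cells stably expressing GPR55 and beta-arrestin-GFP; plate controls were DMSO negative control for no effect and LPI positive control for full effect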
AID2073: disruptors of CaV2.2 binding to Mint1 – biochemical, HTRF (AID 2073); HTRF protein-protein interaction, Mint1-CaV2.2; higher % means a stronger effect; 290,000 compounds, 0.19% hits; inhibition, % at 20 µM, or IC50 in µM where a hit was titrated; in the data active means inhibition mostly above about 51%, no sharp cut-off; inconclusive means no clear call, values can overlap the other calls; inactive means mostly below about 53%; further: some results filed as inactive read as strong as hits
Dynein transport: dynein cargo transport inhibition | 3617.4 mouse cells, GR-EGFP nuclear translocation imaging; test concentration mostly 20 µM; stimulated with dexamethasone, 1 µM; hits give low values | z-score, hits read low | 220,000 compounds, 0.47% hits | AID 1381;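 active means plate z-score of nuclear minus cytoplasmic receptor signal below a set negative limit, without overly bright fluorescence or cell loss, cut at about -3.5 in these data, passing the limit was not always enough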;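 further: z-score of nuclear minus cytoplasmic ring GR-EGFP intensity difference per well; some compounds called inactive have numbers as strong as hits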
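Buffer or medium – tet-free medium with charcoal-stripped serum · Signal – automated 10x imaging of fixed Hoechst-stained cells · Also added – dexamethasone agonist, 1.0 µM final, for 30 min · Incubation – induction 48 h, compound 1 h, agonist 30 min · Read-out – GR-EGFP nuclear translocation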
NOD2 inhibition: inhibition of NOD2-driven NF-kB reporter – cell-based, luminescence, uHTS, HEK293 (AID 1566); HEK293 NOD2/NF-kB luciferase reporter, luminescence; higher % means a stronger effect; inhibition, % at 4 µM; hits with a dose series show EC50 in µM; 290,000 compounds, 0.63% hits; further: many of its hits are not listed in these tables
Dynein transport cytoplasmic EGFP: second read-out of Dynein transport, no call of its own (marks repeat the call); z-score; measured here: cytoplasmic GR-EGFP intensity; hits give high values
Dynein transport nuclear GR-EGFP: second read-out of Dynein transport, no call of its own (marks repeat the call); z-score; measured here: nuclear GR-EGFP intensity;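 lower value marks the stronger effect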
Dynein transport cell count: further read-out of Dynein transport, marked with its call; z-score; measured here: cell count per field
Starred values were filed as active, the others as inactive; ? = inconclusive; · = no result given; [ ] = dose if it differs, or a comment. Unless noted, no stated cut-off is given here; in the data, active means inhibition above about 50%; inactive means the rest. An excerpt; the hit share may differ from the screen's.

SMILES | P. falciparum M17LAP | NOD1 NF-kB reporter | M1AAP inhibition | KOR beta-arrestin-1 | KOR beta-arrestin-2 | GPR55 beta-arrestin | AID2073 | Dynein transport | Dynein transport cytoplasmic EGFP | Dynein transport nuclear GR-EGFP | Dynein transport cell count | NOD2 inhibition
Nc1ccc2nc(-c3cc(Cl)c(N)c(Cl)c3)[nH]c2c1 | -21% | -10% | 14% | -2.2% | 0% | -0.1% | 40% | -0.21 | 0.096 | -0.18 | -0.12 | -35%
COc1cccc(-c2csc(N3CCN(S(=O)(=O)c4ccc(F)cc4)CC3)n2)c1 | -8% | -25% | 7% | -7.9% | -7% | -0.2% | 31% | 0.083 | -0.079 | 0.51 | 0.092 | 8%
O=C(Nc1cc(Cl)ccc1N1CCCCC1)c1cccs1 | -5% | -7% | 8% | 2.0% | -6% | -0.2% | 5% | -0.48 | -0.15 | 0.031 | 0.87 | -6%
COc1cc(/C=N/NC(=O)c2ccc(Cl)c(S(N)(=O)=O)c2)ccc1OCC(N)=O | 10% | -13% | 3% | -3.7% | 3% | 0.2% | 23% | -0.35 | -0.25 | -0.26 | -0.042 | 8%
CCOC(=O)c1ccc(NC(=S)N(CCCN2CCN(C)CC2)Cc2cccs2)cc1 | -5% | -19% | 3% | 0.5% | 4% | 0.0% | -31% | 1.2 | -0.33 | 0.81 | -0.29 | 4%
COc1ccc(CNC(=O)c2ccc(=O)oc2)cc1OC | -1% | -6% | 12% | -2.4% | 19% | -0.2% | 0% | -0.38 | -0.14 | 0.12 | -0.59 | 10%
CC#CCN1c2ccccc2[C@]23C[C@@H](C(=O)OC)N(C(=O)c4ccco4)C2=NC(C(=O)OC)=C(C(=O)OC)[C@H]13 | -5% | 2% | 16% | -0.5% | 25% | -0.1% | 7% | 0.68 | -0.64 | 0.35 | -1 | 19%
CC(C)CCNC(=O)C1CC(c2cccc(F)c2)=NO1 (stereo not drawn) | -4% | -9% | 0% | -0.6% | 17% | -0.1% | ? | -0.046 | -0.83 | -0.013 | 0.034 | -8%
Cc1ccc(N2C(=O)CC(N3CCSCC3)C2=O)c(C)c1 (stereo not drawn) | -5% | 4% | 1% | -0.3% | 6% | -0.2% | 1% | 0.55 | -0.22 | 0.72 | -0.15 | 20%
N#C/C(=C\c1cccn1-c1ccccc1)C(=O)NC1CCCCC1 | -10% | 33% | 3% | 5.9% | -71% | 0.6% | ? | 0.12 | -0.22 | 0.041 | 0.49 | 19%

6 entries already listed, sorted by molecular weight, ascending:
SMILES | P. falciparum M17LAP | NOD1 NF-kB reporter | M1AAP inhibition | KOR beta-arrestin-1 | KOR beta-arrestin-2 | GPR55 beta-arrestin | AID2073 | Dynein transport | Dynein transport cytoplasmic EGFP | Dynein transport nuclear GR-EGFP | Dynein transport cell count | NOD2 inhibition
CC(C)CCNC(=O)C1CC(c2cccc(F)c2)=NO1 (stereo not drawn) | -4% | -9% | 0% | -0.6% | 17% | -0.1% | ? | -0.046 | -0.83 | -0.013 | 0.034 | -8%
N#C/C(=C\c1cccn1-c1ccccc1)C(=O)NC1CCCCC1 | -10% | 33% | 3% | 5.9% | -71% | 0.6% | ? | 0.12 | -0.22 | 0.041 | 0.49 | 19%
O=C(Nc1cc(Cl)ccc1N1CCCCC1)c1cccs1 | -5% | -7% | 8% | 2.0% | -6% | -0.2% | 5% | -0.48 | -0.15 | 0.031 | 0.87 | -6%
COc1cccc(-c2csc(N3CCN(S(=O)(=O)c4ccc(F)cc4)CC3)n2)c1 | -8% | -25% | 7% | -7.9% | -7% | -0.2% | 31% | 0.083 | -0.079 | 0.51 | 0.092 | 8%
CCOC(=O)c1ccc(NC(=S)N(CCCN2CCN(C)CC2)Cc2cccs2)cc1 | -5% | -19% | 3% | 0.5% | 4% | 0.0% | -31% | 1.2 | -0.33 | 0.81 | -0.29 | 4%
CC#CCN1c2ccccc2[C@]23C[C@@H](C(=O)OC)N(C(=O)c4ccco4)C2=NC(C(=O)OC)=C(C(=O)OC)[C@H]13 | -5% | 2% | 16% | -0.5% | 25% | -0.1% | 7% | 0.68 | -0.64 | 0.35 | -1 | 19%

The results go on:
SMILES | P. falciparum M17LAP | NOD1 NF-kB reporter | M1AAP inhibition | KOR beta-arrestin-1 | KOR beta-arrestin-2 | GPR55 beta-arrestin | AID2073 | Dynein transport | Dynein transport cytoplasmic EGFP | Dynein transport nuclear GR-EGFP | Dynein transport cell count | NOD2 inhibition
CCOc1cc(CNn2cn[nH]c2=S)cc(Cl)c1OCc1ccccc1F | 7% | -33% | -6% | -0.7% | -22% | 0.0% | -28% | 0.36 | -0.28 | 0.088 | 0.52 | 13%
O=C(C1CCCCC1)N1CCN=C1SCc1cccnc1 | 1% | 14% | 7% | -1.3% | 20% | 0.7% | -4% | 0.97 | -0.16 | 0.79 | -0.15 | 12%
Cc1ccccc1NC(=O)C(=O)N/N=C/c1cccc(Br)c1 | -8% | -15% | 0% | 0.3% | -14% | -0.5% | -8% | 0.32 | -0.072 | -0.19 | -0.027 | 8%
COCC1CCN(C(=O)c2cc(COc3cncc(Cl)c3)on2)C1 (stereo not drawn) | · | 15% | · | 7.1% | -49% | -0.1% | 6% | · | · | · | · | 22%
O=C(O)C1CC(O)CN1C(=O)c1ccco1 (stereo not drawn) | 6% | -3% | 2% | -4.5% | 5% | 1.3% | 3% | -0.73 | -0.23 | -0.64 | 0.57 | 6%
COc1ccc(C(=O)Nc2nccs2)cc1[N+](=O)[O-] | 1% | -26% | -1% | 3.0% | 16% | 0.5% | -6% | 0.2 | -0.25 | 0.0034 | 0.4 | 8%
O=c1oc2ccccc2c2c1C(c1ccc(Cl)cc1)Nc1ccc3ccccc3c1-2 (stereo not drawn) | 5% | -13% | -2% | 0.4% | 8% | -0.1% | 17% | 0.34 | -0.25 | 0.46 | 0.77 | -4%
Cc1ccc(NC(=O)c2ccc(-c3nn(C)c(=O)c4ccccc34)cc2)cc1 | 8% | -3% | -1% | -3.1% | -9% | -0.1% | 13% | -0.71 | -0.044 | -0.051 | 0.36 | 15%
CCN1CCCC1CN(Cc1cc2ccc(C)c(C)c2[nH]c1=O)C(=O)Nc1ccccc1OC (stereo not drawn) | 16% | -6% | 0% | 20% | -24% | 0.0% | -14% | -0.78 | -0.21 | -0.26 | 2 | 0%
Cc1cc(=O)oc2ccc(OCc3ccccc3)cc12 | · | -8% | · | 2.9% | -22%[20 µM] | 0.1% | 14% | · | · | · | · | 5%
CCC1CCCCN1S(=O)(=O)c1ccc(S(=O)(=O)N(Cc2cccs2)C2CC2)cc1 (stereo not drawn) | 1% | 8% | 5% | 2.0% | -5% | -0.2% | 2% | -1.1 | -0.13 | -0.1 | 1 | 6%
O=C1CC(c2ccc(S(=O)(=O)NC3CC3)cc2)CN1 (stereo not drawn) | 4% | -2% | 13% | -0.8% | 6% | 0.3% | -1% | -0.43 | -0.26 | -0.25 | 0.33 | 12%
Cc1ccccc1C(=O)Nc1nnc(SC(C)C)s1 | 6% | -38% | -1% | -3.5% | 9% | 0.1% | 6% | -1.3 | -0.37 | -0.62 | 1.1 | -62%
Cc1nc2ncnn2c(N2CCN(C(c3ccccc3)c3ccccc3)CC2)c1C | 8% | 15% | -3% | 7.3% | -27% | -0.2% | 14% | 0.011 | -0.2 | 0.18 | -0.72 | 12%
CN1CCN(NC(=O)Nc2ccc(Br)cc2)CC1 | · | -16% | · | 6.2% | 0% | 0.0% | 8% | · | · | · | · | 5%
CCOc1ccc(N(CC(=O)Nc2ccc(CC)cc2)S(=O)(=O)c2c(C)[nH]c(=O)[nH]c2=O)cc1 | · | -25% | · | -3.1% | -32% | -0.2% | -2% | · | · | · | · | 12%
Cc1ccc(NC(=O)c2ccsc2)cc1NS(C)(=O)=O | · | -8% | · | 7.3% | 25% | -0.1% | 10% | · | · | · | · | -4%
CCOc1cc(CNc2ccccc2)cc(Br)c1OCc1ccccc1F | -8% | 2% | 6% | -4.4% | -23% | -0.1% | 2% | 0.57 | -0.25 | 0.94 | 0.092 | 11%
COC(=O)[C@H](C)NC(=O)Nc1ccccc1F | -3% | -4% | 3% | -5.9% | 33% | -0.1% | 0% | 0.65 | -0.19 | 0.55 | -0.17 | 17%
O=C(CN1C(=O)C2CC=CCC2C1=O)Nc1ccc(S(=O)(=O)Nc2nccs2)cc1 (stereo not drawn) | · | 0% | · | -2.7% | 28% | -0.1% | -10% | -0.16 | -0.78 | -0.29 | -0.41 | 7%
CC(C)C(=O)Nc1cc2c(cc1C(=O)c1ccccc1)OCCO2 | 10% | 2% | 5% | 6.7% | -17% | -0.2% | 6% | -0.46 | -0.14 | -0.12 | -0.14 | 5%
CCOc1cc(C(=S)N2CCCC2)ccc1OC | · | -1% | · | -2.7% | -4% | -0.1% | 5% | · | · | · | · | -8%
CCN(CC)C(=O)C1CCCN(Cc2ccc(F)c(F)c2)C1 (stereo not drawn) | -4% | 3% | 3% | 5.5% | -43% | 0.7% | -2% | -0.47 | -0.2 | -0.031 | 0.8 | -25%
COc1ccccc1CNc1ccc(N2CCCCC2)cc1 | -12% | -32% | 12% | -3.3% | 33% | -0.2% | -24% | -0.51 | -0.21 | 0.25 | -0.73 | 5%
CCN(CC)CCN(C(=O)c1ccc(S(=O)(=O)N2CCCCC2)cc1)c1nc2cc3c(cc2s1)OCO3 | 21% | -46% | -3% | 0.1% | -17% | -0.6% | -5% | -0.062 | -0.19 | -0.27 | 0.31 | 15%
Cc1nnc(NCc2ccco2)c2ccccc12 | -4% | -2% | 8% | -4.3% | -11% | 0.2% | 1% | -1 | -0.22 | -0.36 | 0.85 | -8%
